Screening data from PubChem BioAssay.
Cdc42 wt = modulators (inhibitors or activators) of GTP binding to human Cdc42 wildtype; P60953; GST-Cdc42 beads, Bodipy-GTP binding, flow cytometry; actives lie on both sides; percent activity (GTP binding), % at 10 µM; 190,000 compounds, 0.2% hits;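 active means percent activity GTP binding at least 20 points away from the 100% baseline, either down as inhibitor or up as activator; inconclusive means compound flagged as likely green fluorescent from well-wide comparison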;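 further: median bead fluorescence of bound Bodipy-FL-GTP at 100 nM; 0% = excess unlabeled GTP control and 100% = no compound control; below 100% means less GTP binding so inhibitor and above means activator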
Target sequence (P60953 whole entry, looked up): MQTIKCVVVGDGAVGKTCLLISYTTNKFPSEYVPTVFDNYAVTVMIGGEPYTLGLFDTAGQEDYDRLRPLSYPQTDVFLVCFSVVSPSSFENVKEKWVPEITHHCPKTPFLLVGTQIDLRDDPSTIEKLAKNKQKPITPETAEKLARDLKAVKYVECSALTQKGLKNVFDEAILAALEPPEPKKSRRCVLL
HRas wt GTP = changes GTP binding to wildtype human HRas; P01112; GTP binding activity, % at 10 µM; GST-Ras wt beads, Bodipy-FL-GTP binding, flow cytometry; actives lie on both sides; 190,000 compounds, 0.14% hits;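 active means GTP binding activity at least 20% away from the 100% baseline, either lowered as inhibitor or raised as activator; inconclusive means flagged as likely green fluorescent, judged across all proteins in the well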;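 further: 0% = unlabeled GTP competition control and 100% = no-compound control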
Target sequence (P01112 whole entry, looked up): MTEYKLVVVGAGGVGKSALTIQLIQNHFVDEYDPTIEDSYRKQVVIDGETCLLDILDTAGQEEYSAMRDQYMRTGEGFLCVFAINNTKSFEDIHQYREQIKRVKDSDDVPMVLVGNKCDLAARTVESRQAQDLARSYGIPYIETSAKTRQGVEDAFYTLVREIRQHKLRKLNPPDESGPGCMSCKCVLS
Bim-Mcl-1 = human Bim-Mcl-1 interaction inhibition | Q07820 | Bead-based flow cytometry, Bim peptide-Mcl-1 binding | inhibition, % at 10 µM | 190,000 compounds, 0.1% hits | AID 1009; in the data active means inhibition above about 40%;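 further: 0% = no compound tracer wells and 100% = peptide blocker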
Target sequence (Q07820 whole entry, looked up): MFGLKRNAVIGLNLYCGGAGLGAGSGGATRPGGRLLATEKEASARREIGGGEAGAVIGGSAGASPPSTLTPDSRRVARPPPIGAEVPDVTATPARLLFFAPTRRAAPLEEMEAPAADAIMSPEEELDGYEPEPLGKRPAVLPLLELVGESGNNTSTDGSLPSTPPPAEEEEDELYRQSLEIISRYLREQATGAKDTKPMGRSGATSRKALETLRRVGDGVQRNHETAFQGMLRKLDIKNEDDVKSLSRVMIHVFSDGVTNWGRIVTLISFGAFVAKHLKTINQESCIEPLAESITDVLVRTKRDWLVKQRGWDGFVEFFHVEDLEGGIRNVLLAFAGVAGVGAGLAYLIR
Rac1 wt GTP bind = human Rac1 wildtype GTP binding, inhibitors and activators | GST-Rac1 beads, fluorescent GTP binding, flow cytometry; actives lie on both sides; 0 = cold GTP competed, 100 = untreated | 190,000 compounds, 0.27% hits | P63000 | GTP binding activity (% of control), % at 10 µM;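 active means GTP binding activity at least 20 points away from the 100% control level, either lower or higher; inconclusive means compound flagged as likely green fluorescent, judged across all proteins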
Mcl1-Bid inh = disrupts binding of human Mcl-1 to Bid peptide; inhibition, % at 21.7 µM; AID 1021; 220,000 compounds, 0.97% hits; TR-FRET Mcl-1/Bid-Dy647 peptide binding, 1536-well;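 active means compounds that cut the binding signal by more than half at the single screening dose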;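 further: His-tagged Mcl-1 with europium anti-His antibody binding Bid BH3 peptide; 0% = Mcl-1 plus peptide wells and 100% = peptide-only wells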
Pf gamet viab = kills late stage P. falciparum gametocytes | inhibition, % at 10.9 µM | P. falciparum stage V gametocytes, ATP luminescence, 24 h | AID 743093 | 150,000 compounds, 0.065% hits;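 active means inhibition above the mean plus 3 SD of compounds within the control limits, set per campaign, cut at about 38% in these data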;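 further: 0% = DMSO wells and 100% = medium only without gametocytes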
Rab2A wt mod = changes GTP binding to wildtype dog Rab2A, up or down; GTP binding activity, % at 10 µM; 190,000 compounds, 0.19% hits; GST-Rab2 wt beads, Bodipy-GTP binding, flow cytometry; P61105;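 active means GTP binding activity at least 20 points away from 100%, either lowered or raised; inconclusive means signal likely due to the compound's own green fluorescence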;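 further: 0% = beads with excess unlabeled GTP and 100% = no-compound control corrected for plate trend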
Mcl1-Noxa inh = disrupts binding of human Mcl-1 to Noxa peptide. TR-FRET Mcl-1/Noxa peptide binding, 2 h. inhibition, % at 21.7 µM. 220,000 compounds, 1.5% hits;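 active means compounds that cut the protein-peptide binding signal by more than 50% relative to plate controls in a single-dose test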;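 further: His-tagged Mcl-1 with rhodamine Noxa BH3 peptide and terbium anti-His antibody; 0% = Mcl-1 plus Noxa peptide wells and 100% = peptide-only wells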
Avidin bead fluor = avidin bead compound fluorescence profile. Avidin beads, compound fluorescence 488/530 nm, flow cytometry; active compounds read high. fluorescence (KMESF) at 10 µM. 220,000 compounds, 0.38% hits; in the data active means fluorescence above about 47; further: inactives centre near 10
Rab7 wt modul = dog Rab7 wildtype GTP binding, inhibitors and activators | GTP binding activity (percent of control), % at 10 µM | GST-Rab7 beads, fluorescent GTP binding, flow cytometry; actives lie on both sides; untreated = 100%, excess cold GTP = 0% | 190,000 compounds, 0.055% hits;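 active means fluorescent GTP binding to Rab7 beads changed by at least 20 points from the 100% baseline, either direction, mostly lower; inconclusive means compound itself probably fluorescent, or too few beads counted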;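 further: median green fluorescence of bound Bodipy-FL-GTP per Rab7 bead population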
Rac1 mut GTP = alters GTP binding to activated mutant human Rac1 | P63000 | GST-Rac1 activated beads, fluorescent GTP binding, flow cytometry; actives lie on both sides; 100% means binding = to untreated wells | percent activity (GTP binding), % at 10 µM | 190,000 compounds, 0.11% hits | AID 764;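 active means GTP binding at least 20 percentage points away from the 100% baseline, in either direction, so actives lie on both sides; inconclusive means Compound likely fluorescent itself, or too few beads counted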
* marks the source's active call; other numbers are inactive results; ? = inconclusive; / = no result given. Not a hit list. About 2.7% of those tested had a hit in this group.

nr	Structure	Pf gamet viab	Mcl1-Bid inh	Bim-Mcl-1	Rac1 wt GTP bind	Avidin bead fluor	Rac1 mut GTP	Rab2A wt mod	Cdc42 wt	Mcl1-Noxa inh	HRas wt GTP	Rab7 wt modul
1	CC(C)(C)c1ccc(/C=C/C(=O)O)s1	/	3	-1	97	29	94	94	93	0	94	95
2	Cc1cc(C)cc(C(=O)NC2C(=O)N3C(C(=O)O)=C(CSc4nnc(C)s4)CSC23)c1 (centres undefined)	0	-18	-3	93	9	88	93	96	17	92	91
3	CCC(=O)Nc1ncc2c(n1)CC(c1ccco1)CC2=O (centres undefined)	/	-16	-4	106	39	98	100	100	2	102	103
4	Cc1ccccc1-n1c(SCC(=O)c2cc(C)n(C)c2C)nnc1-c1cccnc1	/	-107	-4	101	8	97	100	103	3	101	100
5	CCCc1nc(SCC(=O)N2CCN(c3ccccc3)CC2)c2c(=O)n(C)c(=O)n(C)c2n1	/	-28	4	100	6	97	99	103	3	100	95
6	CCOC(=O)Nc1cccc2ccccc12	10	-10	-5	107	28	102	100	106	1	99	97
7	COc1ccc(-c2noc(N3CCC(C(=O)N4CCN(c5ccccn5)CC4)CC3)n2)cc1	/	-31	-2	98	25	94	97	99	11	100	97
8	Cc1cc(=O)oc2cc(OC(=O)c3ccco3)ccc12	-7	-7	0	102	12	94	96	99	12	97	98
9	CC(C)Oc1cccc(C(=O)NC(=S)N2CCN(c3ccc(C(F)(F)F)cc3[N+](=O)[O-])CC2)c1	6	-62	0	92	15	89	93	93	-43	95	93
10	COc1cccc(NC(=O)C2CCCCC2)c1	/	0	-1	100	20	95	98	93	-7	96	96
11	CC(C)(C)c1ccc(C(=O)Nc2ccc([N+](=O)[O-])cn2)cc1	18	-8	-2	106	2	102	103	104	0	102	100
12	CCOc1cccc(-c2cc(C(=O)N3N=C(C)CC3(O)C(F)F)c3ccccc3n2)c1 (centres undefined)	8	11	1	99	16	97	97	100	29	99	97
13	COc1cccc(C2CCCN2Cc2nc(-c3sccc3C)oc2C)c1 (centres undefined)	4	-41	0	101	11	99	98	98	4	100	100
14	CCN1CCN(c2nc3c(c(=O)n(C)c(=O)n3C)n2CCSc2ncccn2)CC1	5	-32	2	108	15	102	104	104	24	102	101
15	Cc1cc(N2CCN(c3ccc([N+](=O)[O-])c4cccnc34)CC2)c2ccccc2n1	/	31	3	106	4	101	101	101	10	103	104
16	CCOC(=O)c1cn(C2CC2)c2c(F)c(F)c(F)cc2c1=O	7	-50	0	100	6	99	99	101	17	99	99
17	Cc1ccc(Cl)cc1N1CCN(S(=O)(=O)c2ccc3c(c2)OCCO3)CC1	/	8	-1	94	16	95	93	93	9	94	96
18	Cn1c(CSc2nc3ccccc3n2C)nc2ccccc21	-3	-8	0	?	7	?	?	?	5	?	?
19	N#C/C(=C\c1ccc(OCc2ccc(C(=O)O)cc2)cc1)C(=O)N1CCOCC1	-14	-21	-1	102	12	99	100	100	11	100	102
20	COc1ccc2nc(Nc3sc4c(c3C(N)=O)CCCC4)sc2c1	-15	-9	-3	98	11	98	96	96	100*	96	101
21	CCCNS(=O)(=O)c1cccn1-c1ncc(C(F)(F)F)cc1Cl	/	-13	-3	105	12	100	102	101	16	102	103
22	Cc1cccc(N2CCN(C(=S)Nc3ccc4nc(N5CCOCC5)cc(C)c4c3)CC2C)c1 (centres undefined)	-4	-31	0	95	6	95	93	89	9	93	96
23	Cc1c(C(=O)N2CCN(S(C)(=O)=O)CC2)oc2ccccc12	-3	-4	0	101	14	95	98	101	-4	99	99
24	CCCNC(=O)CNC(=S)N(Cc1cc(OC)c(OC)c(OC)c1)C1CCCC1	-11	-67	-6	102	13	100	103	103	-6	103	99
25	Cn1cccc1/C=N/NC(=O)Cn1cnc2ccccc21	28	-22	-1	90	8	92	94	96	/	92	90
26	CCOC(=O)C(Cc1ccc(O)cc1)NC(=O)CNC(=O)C(CC(C)C)NC(=O)OC(C)(C)C (centres undefined)	8	4	0	105	16	100	99	103	14	101	102
27	Cc1ccccc1C(=O)Nc1cccc(-c2nnc(SCC(=O)O)n2C)c1	-14	10	-1	103	18	101	102	104	-15	103	99
28	COC(=O)c1ccc(CSc2nnnn2-c2ccccc2)o1	-35	-1	0	108	38	102	105	109	3	106	101
29	O=c1[nH]c2cc3c(cc2cc1CN(CCCO)Cc1nnnn1Cc1ccc(F)cc1)OCO3	-9	-14	0	99	10	95	98	97	4	99	102
30	CC(=O)Nc1ccc2nc(-c3ccc(Br)o3)[nH]c2c1	-9	-11	-1	100	11	99	97	100	31	97	97
31	CCCCCCC12CCC(C(=O)O)(CC1)CC2	/	1	0	107	5	100	98	100	-9	101	101
32	COc1ccc(CC2(CO)CCN(Cc3ccc4nsnc4c3)CC2)cc1	-22	-2	0	103	10	98	98	96	-11	98	98
33	COc1ccc(NC(=O)CC2C(=O)N(Cc3ccccc3)C(=S)N2CCN2CCOCC2)cc1 (centres undefined)	19	-22	0	96	20	95	94	95	-3	96	99
34	O=c1c(C=NCCN2CCNCC2)c(-c2ccccc2)[nH]n1-c1ccc([N+](=O)[O-])cc1	/	-22	-1	101	12	97	97	99	19	96	96
35	CC1CN(c2ccc(C(=O)c3ccccc3C(=O)O)cc2[N+](=O)[O-])CC(C)O1 (centres undefined)	/	-21	2	98	6	96	98	94	15	99	104
36	CC(C)CNC(=S)N1CCN(C(c2ccccc2)c2ccccc2)CC1	/	-74	-1	102	14	100	102	96	3	100	102
37	CCOC(=O)N1CCC(n2c(=S)[nH]c3cc(OC)c(OC)cc3c2=O)CC1	16	-51	0	104	8	99	102	103	32	103	100
38	CC(C)(C)c1ccc(CNc2cc(N3CCOCC3)ccc2[N+](=O)[O-])cc1	/	-13	0	?	34	?	?	?	0	?	?
39	COc1ccc(NC(=S)Nc2ccc3cn[nH]c3c2)cc1	-13	-34	-4	97	25	92	98	96	12	98	101
40	O=C(CN1CCN(Cc2ccccc2)CC1)c1ccc(Br)cc1	/	5	-1	97	7	97	99	97	15	95	96
41	O=C(OCc1c(Cl)cccc1Cl)c1cccnc1	-25	5	1	96	6	92	96	95	-20	95	98
42	Cc1cccc(-c2nsc(SCC(=O)Nc3ccc4c(c3)OCO4)n2)c1	2	-26	-6	98	10	96	98	99	-39	98	95
43	COc1ccc(C(C(=O)NC2CCCC2)N(Cc2ccccc2)C(=O)CNC(=O)c2ccco2)cc1 (centres undefined)	/	-21	0	97	6	98	98	99	4	98	95
44	S=C1NC[C@H](c2ccccc2)N1CC1CCCCC1	-7	-26	2	99	5	96	100	97	0	99	104
45	COc1cccc(/C=C/C(=O)OC(C)C(=O)Nc2c(C)n(C)n(-c3ccccc3)c2=O)c1 (centres undefined)	/	-1	1	98	6	98	96	98	-4	99	93
46	Nc1ccccc1OCCOCCOCCOc1ccccc1N	/	-63	-6	100	9	100	106	106	-3	103	97
47	C=CCNC(=S)N1CCN(CCN=CC2=C(O)CC(c3ccco3)CC2=O)CC1 (centres undefined)	/	-45	2	108	7	101	102	102	12	102	102
48	O=C(NCc1ccccc1)NC(=O)c1ccccc1	17	-13	-2	105	30	99	101	102	-8	102	100
49	O=c1c2cc(Br)ccc2[nH]c(=S)n1Cc1cccnc1	-7	-22	-3	94	7	95	95	95	-39	95	96
50	COC(=O)c1ccccc1NC(=O)CN1CCC(n2nnc3cc(C(F)(F)F)ccc32)CC1	/	-29	5	97	10	96	100	97	-5	100	102
51	O=C(CSc1nnnn1-c1ccc2c(c1)OCCO2)N1CCc2ccccc21	-5	14	-2	98	4	95	97	99	8	98	94
52	COc1cccc(N2CCN(C(=S)Nc3cccc(C)c3)CC2)c1	/	-14	0	85	27	90	93	84	-4	88	99
53	CC(C)NS(=O)(=O)c1ccc(CCC(=O)N2CCOCC2)cc1	/	-28	0	97	9	93	95	95	4	97	94
54	COC(=O)c1nn(-c2ccccc2)c(=O)cc1O	-17	-16	-5	95	21	92	90	91	4	92	93
55	O=C(N1CCN(c2ccccc2)CC1)C12CC3CC(CC(C3)C1)C2	7	-39	-1	98	12	98	99	101	10	100	102
56	CN(C1CCCCC1)S(=O)(=O)Cc1ccccc1	/	-29	-2	98	7	95	96	97	12	99	94
57	Cc1ccccc1NC(=S)NCCC(c1ccccc1)c1ccccc1	/	-5	-9	94	10	94	96	94	22	96	96
